Screens as filed in PubChem BioAssay.
TNAP activation fold: human TNAP enzyme activators, primary screen, biochemical, luminescent, no phosphate acceptor, uHTS (AID 1001); purified TNAP, luminescent activation assay, no phosphate acceptor; higher activation fold means a stronger effect; activation fold at 20 µM, or EC50 in µM where a hit was titrated; 200,000 compounds, 0.03% hits; in the data active = activation fold from about 3, or a potency from the dose series; inactive = the rest, 99 in 100 with activation fold below about 1.6; also: many of its hits are not listed in these tables
Ins promoter up: MIN6 insulin promoter up-regulation | AID 1625 | z-score at 5 µM | MIN6 insulin promoter-GFP reporter, high-content imaging; stronger effect = higher value | 190,000 compounds, 0.3% hits;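 active = z-score above 3 at 5 µM with at least 500 cells counted in the well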
Lipid droplet: modulators of hepatic lipid droplet formation; AML12 mouse hepatocytes, oleate lipid droplets, BODIPY imaging; inhibition, % at 6.5 µM; 240,000 compounds, 0.4% hits;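 active = lipid droplet intensity inhibited by at least 50%, with more than 500 cells counted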
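System: AML12 hepatocytes (mouse). Probe or stimulus: oleic acid at 100 µM to induce lipid droplet formation. Times: overnight treatment with compound plus oleate. Detection: Image-based BODIPY and DAPI two-channel analysis. Evaluation: percent inhibition of filter-corrected integrated lipid droplet intensity per well.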
MT stabilizer: microtubule stabilization, imaging screen; 200,000 compounds, 0.83% hits; AID 2205; % tubulin-high responders, % at 10 µM; HeLa tubulin immunostaining HCS, 24 h; share of cells brighter than vehicle mean+2SD;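 active = plate Z-score above 3 for both tubulin-high and condensed-nucleus cell shares, with cell loss under 80%, at 10 µM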;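 also: anti alpha tubulin signal scored within the nucleus-defined area of each cell; some results filed as inactive read as strong as hits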
Myeloid diff 2: myeloid differentiation induction. calls only at 10 µM. ER-HoxA9 myeloid progenitors, lysozyme-GFP differentiation, flow cytometry. 360,000 compounds, 1% hits;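 active = normalized GFP-positive differentiation at or above the plate's own cutoff, the solvent-only control mean plus 3 SD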;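 also: cells exposed to compound for four days before flow analysis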
T cell HTS: modulates CD8 T cell binding to vesicles. 2C CD8+ T cell-vesicle binding, flow cytometry; stronger effect = lower value. calls only at 7 µM. 330,000 compounds, 0.068% hits. AID 2052;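 active = response, share of CD8 T cells binding vesicles, and their 90th percentile fluorescence all below set limits, cut at about 80% in these data, passing the limit was not always enough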
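incubation = binding step 1.5 h, 37 °C, antibody labelling 20 min, ice | test system = 2C mouse CD8+ T cells | read-out basis = percent CD8+ FL2 mean versus row control | controls = Peptide-free naked vesicles (low) and QL9 vesicles with 0.7% DMSO vehicle (high) | detection = flow cytometry of vesicle-bound cells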
PMI inhibitors: MPI enzyme activity inhibition – biochemical, fluorescence intensity, coupled assay, primary screen (AID 1209); purified PMI enzyme, coupled fluorescence intensity; higher % means a stronger effect; inhibition, % at 20 µM; hits with a dose series show IC50 in µM; 190,000 compounds, 0.42% hits; in the data active = inhibition above about 50%;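 also: plate controls were DMSO vehicle for no effect and wells lacking substrate for full effect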
Dynein cargo inh: dynein cargo transport inhibition | 3617.4 mouse cells, GR-EGFP nuclear translocation imaging; test concentration mostly 20 µM; stimulated with dexamethasone, 1 µM; stronger effect = lower value | z-score, hits read low | 220,000 compounds, 0.47% hits | AID 1381;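 active = plate z-score of nuclear minus cytoplasmic receptor signal below a set negative limit, without overly bright fluorescence or cell loss, cut at about -3.5 in these data, passing the limit was not always enough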;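 also: z-score of nuclear minus cytoplasmic ring GR-EGFP intensity difference per well; some compounds called inactive have numbers as strong as hits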
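Schedule: 48 h induction, then 1 h compound, then 30 min agonist, 37 °C. Buffer or medium: tetracycline-free induction medium containing charcoal-stripped FBS. Reagent: 1.0 µM final dexamethasone stimulus. Evaluation: nuclear versus cytoplasmic GR-EGFP signal, averaged per well. Signal: high-content fluorescence imaging after fixation.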
b-catenin transl: beta-catenin nuclear translocation modulation; nuclear translocation activity, % at 5 µM; 190,000 compounds, 0.3% hits; HeLa beta-catenin nuclear translocation, immunofluorescence imaging; AID 1665;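 active = nuclear translocation activity above 50% at 5 µM, with a well cell count of 50 or more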;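 also: per-cell ratio of nuclear to cytoplasmic median beta-catenin stain intensity; plate controls were DMSO negative control for no effect and GSK-3 inhibitor IX positive control for full effect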
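Test system: human HeLa cell line; Doses: 5 µM primary, 0.02–20 µM confirmation; Incubation: 24 h compound exposure, 37°C; Detection: beta-catenin immunofluorescence imaging with DAPI; Read-out: beta-catenin nuclear/cytoplasmic ratio, % activation.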
Dynein cargo inh cytoplasmic EGFP: recorded beside Dynein cargo inh, whose call it bears; z-score; measured here: cytoplasmic GR-EGFP intensity; stronger effect = higher value
Dynein cargo inh nuclear GR-EGFP: further read-out of Dynein cargo inh, marked with its call; z-score; measured here: nuclear GR-EGFP intensity;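 lower value marks the stronger effect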
Dynein cargo inh cell count: second read-out of Dynein cargo inh, no call of its own (marks repeat the call); z-score; measured here: cell count per field
Ins promoter up cell count: recorded beside Ins promoter up, whose call it bears; cell count; measured here: cytotoxicity, nuclei count;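 total cells summed across four imaged fields per well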
Lipid droplet cells 6.5 µM: second read-out of Lipid droplet, no call of its own (marks repeat the call); cell count; measured here: cell count, cytotoxicity flag;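 cells counted across two imaged fields per well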
b-catenin transl cell count 5 µM: also measured in b-catenin transl; calls as there; cell count; measured here: cell count, cytotoxicity flag
T cell HTS vesicle-bound %: further read-out of T cell HTS, marked with its call; double positive events, %; measured here: CD8+ vesicle-bound cell fraction;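 binding gate set so that unloaded-vesicle control wells show 10% double positive cells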
MT stabilizer Hoechst-high %: second read-out of MT stabilizer, no call of its own (marks repeat the call); % Hoechst-high responders; measured here: nuclear condensation Hoechst responders;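 share of cells brighter than vehicle mean plus two SD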
MT stabilizer cytotoxicity %: further read-out of MT stabilizer, marked with its call; toxicity, %; measured here: cytotoxicity by cell density;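 0% = mean cell density of plate MIN control wells and 100% = no cells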
Myeloid diff 2 GFP+ MAC1+ %: also measured in Myeloid diff 2; calls as there; GFP+ MAC1+ double positive, %; measured here: differentiation confirmed by MAC1 staining
The depositor's hits bear a star; i = inactive; nt = no result given. Compounds as they come; about 3% have a hit in one of these screens.

Fields: Dynein cargo inh cytoplasmic EGFP	Ins promoter up cell count	PMI inhibitors	MT stabilizer Hoechst-high %	Myeloid diff 2	Lipid droplet	b-catenin transl	Dynein cargo inh cell count	MT stabilizer	MT stabilizer cytotoxicity %	TNAP activation fold	T cell HTS	Ins promoter up	Lipid droplet cells 6.5 µM	Dynein cargo inh nuclear GR-EGFP	Myeloid diff 2 GFP+ MAC1+ %	Dynein cargo inh	b-catenin transl cell count 5 µM	T cell HTS vesicle-bound %
- COc1ccc(C(=O)Nc2scc(-c3ccc(Cl)cc3Cl)c2C(N)=O)cc1
  -0.17	1687	2%	1.9	i	nt	0.3	1	3.3	7.3	1.1	i	-0.4	nt	0.44	2.3	-0.21	1386	42
- O=C(CN1CCOCC1)Nc1cccc(C(=O)Nc2cccc(C(F)(F)F)c2)c1
  0.15	1883	7%	0.3	i	19	-0.7	-0.47	1.9	41	1.1	i	-0.78	666	0.035	0.5	-0.63	1047	20
- Cc1ccc(NC(=O)CC2SC(=O)NC2=O)cc1 (stereo not drawn)
  -0.3	1032	5%	6.4	i	29	6.5	0.61	3.3	4.1	1	i	0.06	664	-0.46	1.5	-0.06	435	51
- O=S(=O)(c1ccccc1)c1ccccc1/C=N\O
  -0.31	1179	2%	2.4	i	nt	0.2	-0.025	3.6	9.9	1.1	i	1.7	nt	0.6	1.2	1.7	858	37
- Oc1[nH]c2ccccc2c1C=NCC1CCCO1 (stereo not drawn)
  0.0063	1911	-3%	3.5	i	0	-3.3	-0.69	8.6	7.8	1.1	i	0.18	644	1.2	1.0	1.4	1122	57
- CC(C)c1ccc(-c2noc(C3CCCN(C(=O)c4ccc(F)cc4F)C3)n2)cc1 (stereo not drawn)
  -0.21	1072	13%	2.2	i	-9	2.5	-0.17	2.0	8.2	1	i	-1.1	785	0.069	0.5	-0.14	849	57
- CCCN(C(=O)CN1C(=O)NC2(CCCCCC2)C1=O)C1CCS(=O)(=O)C1 (stereo not drawn)
  0.053	1614	-11%	2.6	i	1	-5.2	-0.38	1.9	8.8	1	i	0.15	690	-0.073	0.4	-0.22	1130	29
- Cc1ccc(SCCCCN2CCNCC2)cc1
  -0.1	1213	-5%	4.3	i	-4	-1.9	0.25	2.6	2.2	1.1	i	0.09	666	-0.4	0.5	-0.11	537	19
- CCN=C1Sc2nc3ccc(OCC)cc3cc2CN1CCOC
  0.36	919	13%	1.6	i	-79	-2.0	0.67	1.2	5.8	1	i	-0.3	616	-1.1	2.0	-2.1	1160	48
- CCOC(=O)c1ccc2c(c1)sc(=NC(=O)c1ccco1)n2CCOC
  -0.23	1577	16%	4.1	i	-24	-1.5	0.84	6.2	6.0	1.1	i	0.9	646	-0.34	0.2	-0.47	1076	35
- COCCCNCC(=O)Nc1sc(C)c(C)c1C(=O)OC
  -0.29	nt	11%	1.3	i	-4	1.1	0.27	1.4	5.6	1	i	nt	805	-0.31	0.9	-0.57	1145	43
- CN(C)C(=O)CSC1c2ccccc2C(=O)N1c1ccccc1 (stereo not drawn)
  -0.22	nt	-1%	2.4	i	nt	nt	-0.3	2.1	0.0	1.1	i	nt	nt	-0.17	12	0.26	nt	1
- Cc1nn(-c2ccccc2)c(Cl)c1/C=C1\SC(=S)NC1=O
  -0.33	871	-4%	1.1	nt	0	2.7	0.4	1.8	3.7	1.1	i	1.6	726	0.32	nt	0.39	1093	20
- Cc1cccc(S(=O)(=O)C(C#N)c2nc3ccccc3nc2N2CCOCC2)c1 (stereo not drawn)
  -0.036	1065	-35%	1.2	i	nt	-2.3	0.29	1.0	4.5	1	i	0.23	nt	-0.3	8.4	-0.35	1182	24
- CCn1c(=N)n(CC(O)COc2ccc(C)cc2)c2ccccc21 (stereo not drawn)
  -0.19	1223	nt	nt	i	2	-1.2	0.12	nt	nt	nt	i	-0.45	674	-0.25	0.7	-0.44	1251	58
- O=C(Nc1cccc(Cl)c1)Nc1ccc(Br)cc1F
  -0.28	1127	5%	3.6	i	-15	nt	0.1	0.9	11	1.1	i	-0.93	634	0.17	0.8	1.4	nt	9
- Cc1ccnc(NS(=O)(=O)c2ccc(NC(=O)C3CCCCC3)cc2)n1
  -0.22	1630	-21%	1.5	i	nt	-8.2	0.58	1.8	1.7	1	i	-0.08	nt	0.0024	1.2	-0.46	956	18
- COc1cc(C2c3c(oc4ccccc4c3=O)C(=O)N2CCN2CCOCC2)cc(OC)c1OC (stereo not drawn)
  nt	786	-1%	nt	nt	17	-0.8	nt	nt	nt	1.1	i	-0.12	785	nt	nt	nt	1023	56
- O=C(NCc1ccco1)c1ccc2ccccc2c1
  -0.19	1842	6%	2.6	i	-4	-3.8	-0.75	4.6	1.8	0.9	i	0.23	643	0.4	1.5	0.67	1108	14
- CCn1cc(C(=O)NC2CCC(C)CC2)c(=O)c2cc(S(=O)(=O)N3CCCCC3)ccc21 (stereo not drawn)
  -0.13	1034	3%	1.0	nt	nt	nt	1.2	2.5	0.4	1.1	i	-0.4	nt	-0.3	nt	-0.94	nt	54
- COc1ccc(NS(=O)(=O)c2ccc3c(c2)Cc2ccccc2-3)cn1
  -0.29	1303	30%	2.8	i	-1	0.1	0.93	3.8	5.2	1	i	0.07	761	-0.56	5.6	-0.58	1107	16
- CCn1c(=S)[nH]c2cc(C(=O)OC)ccc2c1=O
  0.087	941	5%	2.2	i	10	0.5	-0.33	3.0	0.5	1	i	0.24	743	0.23	1.5	-0.22	1115	37
- CNC(=S)N/N=C/c1cc(C)n(-c2ccc(Cl)c(Cl)c2)c1C
  -0.12	1104	0%	3.9	i	8	nt	0.34	2.3	2.1	1.1	i	-0.71	695	-0.54	0.5	-0.82	nt	43
- Cc1ccc2cc(CN(Cc3ccccc3)Cc3nnnn3C3CCCC3)c(=O)[nH]c2c1
  -0.29	1214	13%	0.2	i	12	0.3	0.26	7.1	0.2	1	i	-0.51	735	0.19	3.7	-0.3	1156	35
- CC(=O)Nc1cccc(Oc2ncnc3scc(-c4ccc(C)cc4)c23)c1
  -0.29	1487	17%	2.7	i	4	-0.6	0.26	9.0	8.2	1.1	i	0.36	671	-0.11	0.5	-0.21	1100	42
- O=C(N/N=C/c1ccc(C(F)(F)F)cc1)c1ccc(O)cc1
  -0.33	1557	-2%	2.1	i	11	-1.6	-0.87	1.6	8.5	1.1	i	-0.42	653	0.15	0.1	1.1	1078	16
- COC(=O)/C=C1\SC(=NC(=O)c2cccc(Cl)c2)NC1=O
  -0.17	1713	6%	1.3	i	nt	-1.5	0.45	1.0	0.9	1	i	0.44	nt	-0.21	1.0	-0.21	1429	54
- c1ccc(CN2CCN(C(c3ccccc3)c3nnnn3Cc3ccccc3)CC2)cc1 (stereo not drawn)
  -0.25	1314	-12%	1.5	i	-2	-6.2	0.17	1.7	7.9	1	i	-0.39	713	0.27	0.3	0.19	579	39
- O=C(CN1CCN(Cc2ccc3c(c2)OCO3)CC1)Nc1ccc(N2CCOCC2)cc1
  -0.27	1284	-8%	1.5	i	-9	0.4	0.27	1.7	9.6	1.1	i	0.01	614	-0.65	0.3	-1	1095	54
- O=C(CSc1nc2ccccc2[nH]1)N1CCN(S(=O)(=O)c2ccc(Cl)cc2)CC1
  -0.11	1040	16%	0.9	i	1	nt	0.65	1.1	20	1.1	i	0.76	738	0.34	1.6	1.6	nt	36
- Cc1cc(C)nc(SCC(=O)NC2CCCC2)n1
  -0.12	1427	0%	2.7	i	2	-1.4	0.12	1.2	7.1	1	i	-0.14	754	-0.65	0.1	-0.28	1060	55
- Cc1ccccc1NC(=S)NCCc1ccc(S(N)(=O)=O)cc1
  -0.33	nt	12%	2.9	i	-13	0.9	0.59	4.7	5.9	1	i	nt	419	-0.49	0.4	-0.54	922	46
- Cc1cc(C(=O)COC(=O)c2nc3nccc(C)n3n2)c(C)n1CC1CCCO1 (stereo not drawn)
  -0.18	1138	-11%	2.8	i	-4	-0.8	0.45	2.8	12	1.1	i	0.29	700	0.2	0.6	0.53	1061	49
- Cc1ccc2nc(-c3ccc(NC(=O)COC(=O)c4ccco4)cc3)sc2c1
  -0.15	1430	12%	2.3	i	-2	7.6	-0.19	7.1	8.2	1.2	i	-0.39	562	-0.38	0.6	-0.31	986	39
- CSc1ccc(/C=N/NC(=O)c2cccc(O)c2)cc1
  -0.19	1606	3%	1.1	i	nt	-1.2	0.3	2.3	5.1	1	i	0.32	nt	0.57	0.7	-0.1	1297	35
